KOR beta-arrestin-1: KOR agonists, beta-arrestin recruitment, primary screen, cell-based, luminescence, uHTS (AID 1777). KOR beta-arrestin recruitment, luminescence; higher % means a stronger effect. activation, % at 10 µM, or EC50 in µM where a hit was titrated. 280,000 tested, 0.02% active; in the data active = activation above about 50%, passing the limit was not always enough; note: a part of the inactive calls stands beside numbers as strong as those of hits
GPR55 LPI antagonism: GPR55 antagonists blocking LPI-driven arrestin recruitment, primary screen, imaging, U2OS, beta-arrestin-GFP, LPI agonist (AID 2013); U2OS GPR55 beta-arrestin-GFP translocation imaging, LPI antagonism; higher % means a stronger effect; inhibition, % at 10 µM; hits with a dose series show IC50 in µM; 290,000 tested, 0.13% active;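 active = spots per cell inhibited over 60%, with over 100 cells counted and total cytoplasm intensity under 500,000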;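 note: U2OS cells stably carrying GPR55 and arrestin-GFP stimulated by 5 µM LPI near EC80; imaged beta-arrestin-GFP aggregate spots per cell after agonist stimulation; plate controls were LPI-stimulated DMSO wells for no effect and DMSO wells without LPI for full effect; some results filed as inactive read as strong as hits; confirmed hits need IC50 under 10 µM and bright autofluorescent wells are also inconclusive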
GPR55 activation: selective activators of receptor GPR55 – imaging, U2OS cells, beta-arrestin-GFP redistribution, primary screen (AID 1961); 290,000 tested, 0.048% active; U2OS GPR55 beta-arrestin-GFP redistribution imaging; higher % means a stronger effect; activation, % at 10 µM; hits with a dose series show EC50 in µM;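 active = activation above 40% with more than 50 cells counted in the well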;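 note: U2OS osteosarcoma cells stably expressing GPR55 and beta-arrestin-GFP; plate controls were DMSO negative control for no effect and LPI positive control for full effect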
K1F lysis inhibition: protection from phage-mediated lysis, alamar blue read-out – E. coli UTI89, K1F phage, bacterial capsule biogenesis inhibitors (AID 488966); E. coli UTI89 K1F phage lysis, alamar blue, 2 h; higher % means a stronger effect; one-dose inhibition, % at 100 µM; IC50 in µM for titrated hits; 340,000 tested, 0.02% active;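 active = phage lysis inhibition, versus mean bacterial control, above a set limit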;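 note: capsule biogenesis inhibitors block K1F phage lysis so surviving cells raise fluorescence; higher fluorescence means more inhibition of phage lysis; actives were called in the ten point dose series up to 300 µM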
MgcRacGAP inhibition: MgcRacGAP GTPase-activating activity inhibitors, confirmation, biochemical, ADP Hunter fluorescence | MgcRacGAP-stimulated Rac1 GTP hydrolysis, ADP Hunter fluorescence; higher % means a stronger effect; GST-tagged Rac1 F28L mutant substrate | inhibition, % at 30 µM; hits with a dose series show IC50 in µM | 340,000 tested, 0.6% active;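 active = first-screen hits whose inhibition reached a set limit at any dose in the follow-up dose series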;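 note: fluorescence reports GDP produced by GAP-driven GTP hydrolysis; strong numbers were not always called active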
GPR35 antagonists: inhibition of zaprinast-stimulated GPR35 beta-arrestin translocation – imaging, U2OS, beta-arrestin-GFP, zaprinast agonist, primary screen (AID 2058). U2OS GPR35 beta-arrestin-GFP translocation imaging, zaprinast antagonism; higher % means a stronger effect. inhibition, % at 10 µM, or IC50 in µM where a hit was titrated. 290,000 tested, 0.052% active;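 active = inhibition of at least 50% with at least 30 cells and total cytoplasm GFP at most 10,000,000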
KOR beta-arrestin-2: KOR antagonists, beta-arrestin recruitment, cell-based, luminescence, uHTS (AID 1778); KOR beta-arrestin recruitment, luminescence, antagonist mode; higher % means a stronger effect; inhibition, % at 10 µM; hits with a dose series show IC50 in µM; 290,000 tested, 0.091% active; in the data active = inhibition above about 50%; note: strong numbers were not always called active
NTR1 ag: agonists of NTR1, primary screen, imaging, U2OS cells, beta-arrestin-GFP, high content (AID 493036); P30989; NTR1-U2OS beta-arrestin-GFP spot imaging, agonist mode; activation, % at 20 µM; 330,000 tested, 0.17% active;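 active = activation at or above 40% of the spot to cytoplasm intensity ratio, with at least 20 cells analyzed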;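 note: 0% = DMSO without peptide and 100% = 100 nM NTR1 peptide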
Target sequence (P30989 whole entry, looked up): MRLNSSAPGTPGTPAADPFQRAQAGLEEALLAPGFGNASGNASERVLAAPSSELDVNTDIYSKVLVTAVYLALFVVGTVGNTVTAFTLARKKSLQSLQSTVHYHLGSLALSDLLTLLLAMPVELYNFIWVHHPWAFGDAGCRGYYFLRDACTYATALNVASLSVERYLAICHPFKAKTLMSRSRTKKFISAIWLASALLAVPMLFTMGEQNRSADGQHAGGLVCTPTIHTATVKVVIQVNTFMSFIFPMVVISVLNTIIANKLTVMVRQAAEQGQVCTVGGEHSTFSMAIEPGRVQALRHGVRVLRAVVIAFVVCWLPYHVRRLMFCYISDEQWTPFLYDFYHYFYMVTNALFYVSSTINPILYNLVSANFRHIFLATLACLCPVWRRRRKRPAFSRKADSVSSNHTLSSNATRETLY
NOD1 NF-kB reporter: NOD1 signaling inhibitors, primary screen, cell-based, luminescence, uHTS (AID 1578). NOD1-driven NF-kB luciferase reporter cells, luminescence; higher % means a stronger effect. inhibition, % at 4 µM, or EC50 in µM where a hit was titrated. 290,000 tested, 1% active; in the data active = inhibition mostly above about 36%, no sharp cut-off; inactive = mostly below about 34%;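 note: HEK-293T reporter cells stimulated with the NOD1 agonist gamma-tri-DAP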
NTR1 ag cell count 20 µM: recorded beside NTR1 ag, whose call it bears; cell count; measured here: cell count, cytotoxicity flag
Starred values were filed as active, the others as inactive; i = inactive; / = no result given; [ ] = remark or other dose.

SMILES	KOR beta-arrestin-1	GPR55 LPI antagonism	GPR55 activation	K1F lysis inhibition	MgcRacGAP inhibition	GPR35 antagonists	KOR beta-arrestin-2	NTR1 ag	NTR1 ag cell count 20 µM	NOD1 NF-kB reporter
Cc1ccc(S(=O)(=O)CC(=O)NC(C)(C)C)cc1	6.2%	-6%	0.0%	0.1%	8%	-2%	16%	-2.9	86	-20%
CC(=O)NCCOC(=O)c1nn(Cc2ccccc2)c(=O)c2ccccc12	-3.3%	5%	0.2%	0.3%	2%	-12%	7%	0.6	46	-3%
COC(=O)c1ccccc1NC(=O)CSc1nc(N)cc(=O)[nH]1	-5.9%	6%	0.6%	-2.1%	-4%	-6%	-4%[20 µM]	-0.1	45	-23%
N#CCCn1nc(-c2ccccc2)c2ccccc2c1=O	-1.1%	-4%	0.2%	i	14%	-13%	-46%[20 µM]	0.6	61	-24%
Cc1ccc(C2=NS(=O)(=O)N(C)C(C(=O)Nc3ccc4c(c3)OCO4)=C2)cc1	-4.2%	-2%	-0.3%	-1.5%	-9%	0%	-19%[20 µM]	0.1	55	20%
CC1=C(C(N)=O)S(=O)(=O)c2ccccc21	5.5%	4%	0.0%	0.5%	5%	-3%	31%	0.0	55	-2%
Cc1cc(=O)oc2cc(NC(=O)CCCC(=O)O)ccc12	2.1%	-8%	0.0%	0.5%	8%	-7%	4%	1.4	50	-38%
COC(=O)c1sc(N)c(C(=O)OC)c1COC(=O)CCNS(=O)(=O)c1ccc(C)cc1	0.4%	0%	0.1%	0.5%[50 µM]	7%	-6%	-25%	3.0	60	-12%
CC(C)[C@@H](C(=O)NCc1ccco1)N1C(=O)N2CCc3c([nH]c4ccccc34)[C@@]2(C)C1=O	-3.0%	-8%	0.4%	0.5%	1%	-2%	-4%[20 µM]	-2.8	86	48%
Clc1ncc(CN2CCN(Cc3ccccc3)CC2)s1	-2.1%	2%	0.6%	0.0%	9%	-1%	-4%	-0.3	45	-6%
O=C(NCc1nnc(SCc2ccc(C(F)(F)F)cc2)n1-c1ccccc1)C12CC3CC(CC(C3)C1)C2	-1.3%	17%	0.3%	-0.8%	6%	89%*	-16%	7.9	43	-16%
COC(=O)c1sccc1NC(=O)CSCCc1ccccn1	-3.3%	-8%	0.9%	0.2%	1%	2%	-15%	-1.3	59	-8%
CCS(=O)(=O)CCSc1nc(C)cc(C)n1	5.0%	-1%	0.6%	0.9%	2%	19%	-20%	-0.4	36	-22%
CCC(=O)NC(=S)Nc1ccc(NC(=O)c2ccc(C)c([N+](=O)[O-])c2)cc1	4.4%	4%	-0.1%	-0.7%	1%	6%	14%	6.9	65	23%
O=C(CSc1ncn(-c2ccccc2)n1)Nc1ccc2c(c1)OCCO2	4.1%	6%	-0.2%	2.8%	10%	-17%	3%	-0.7	57	-31%
O=C(CN1CCN(Cc2ccccc2)CC1)Nc1ccc(-n2cnnn2)cc1	-2.7%	7%	-0.1%	0.7%	7%	-1%	-26%	1.0	46	-26%
Cc1ccc(-n2c(SCC(N)=O)nc(O)cc2=O)cc1	0.3%	-6%	0.0%	2.0%	1%	-6%	-1%	-1.1	57	-11%
Cc1nn2c(N3CCN(C)CC3)c3c(nc2c1-c1ccccc1)CCCC3	2.3%	-6%	0.1%	/	/	-5%	13%	3.2	51	-12%
CC(C)n1c(C(O)c2ccccc2)nc2ccccc21 (stereo not drawn)	-2.3%	-2%	-0.2%	3.0%	4%	10%	18%	0.2	50	33%
CC(C)(CNCC(O)c1ccccc1)N1CCOCC1 (stereo not drawn)	-1.0%	4%	-0.1%	0.0%	-8%	9%	-1%	0.0	71	16%
CC(C)C(=O)Nc1ccc(C(=O)NNC(=O)C(c2ccccc2)c2ccccc2)cc1	0.4%	16%	-0.1%	3.9%	0%	-13%	29%	3.7	39	/
COc1ccc(C(=O)CC(=O)C(=O)Nc2ccccc2Cl)cc1	-2.6%	0%	0.6%	0.5%	9%	7%	-27%	/	/	-20%
CNNC(=S)NC1CC2CC1C1C=CCC21 (stereo not drawn)	-2.2%	1%	-0.4%	1.0%	7%	-6%	-3%	-0.5	59	-2%
CCCn1c(C(C)Nc2nc(-c3ccc(OC)cc3)cs2)nc2ccccc21 (stereo not drawn)	-1.3%	2%	-0.3%	-1.0%	4%	-8%	-3%[20 µM]	8.0	66	-14%
O=S(=O)(Nc1cccc(-c2ccc3nncn3n2)c1)c1ccc(Cl)s1	-5.2%	6%	0.4%	0.2%	11%	1%	-20%	3.7	75	-6%
NC(=O)NNc1ncc(C(F)(F)F)cc1Cl	0.4%	-10%	-0.3%	0.1%	11%	-16%	-5%	0.2	93	-24%
CCOC(=O)CC1C(=O)NCCN1C(=O)COc1ccc(Br)cc1C (stereo not drawn)	-4.3%	4%	0.2%	1.4%[50 µM]	-3%	-2%	-1%	0.0	50	-24%
COc1ccc(C2NCCc3cc(OC)c(OC)cc32)cc1OC (stereo not drawn)	-3.4%	-9%	-0.1%	1.8%	7%	6%	9%	-1.6	76	-3%
CC(=O)N1CCc2cc(S(=O)(=O)N3c4ccccc4CC3C)ccc21 (stereo not drawn)	-3.9%	17%	-0.1%	0.6%	-5%	-6%	5%	0.9	56	33%
O=C1c2cccc3c([N+](=O)[O-])ccc(c23)C(=O)N1c1ccccn1	-0.6%	50%	0.3%	-0.1%	7%	6%	33%	-1.6	38	12%
CN(Cc1ccccc1)C(=O)c1cnc2n(c1=O)CCS2	7.7%	6%	0.2%	3.9%	11%	-7%	9%	-0.3	64	-24%
COc1ccc(Nc2nc(-c3cccs3)cs2)cc1	4.8%	12%	-0.2%	/	/	1%	-24%	0.8	80	-54%
Cc1ccc(/C=N\NC(=O)c2ccc(Cn3cc(Br)c([N+](=O)[O-])n3)o2)o1	-5.2%	5%	-0.2%	0.2%	8%	17%	-5%	-0.1	91	-47%
CC(C)(C)CC(C)(C)NC(=S)Nc1ccc2nc(-c3ccccn3)c(-c3ccccn3)nc2c1	1.3%	-2%	-0.1%	0.6%	15%	10%	-6%	13	82	-3%
Cc1ccc(NC(=O)CSc2nc(N)c3c4c(sc3n2)CSC(C)(C)C4)cc1	9.0%	2%	0.3%	5.5%	6%	-1%	-45%	24	65	22%
CCOC(=O)C1(Cc2cccc(F)c2)CCN(Cc2cnn(CC)c2C)CC1	/	5%	-0.1%	/	/	15%	20%[20 µM]	0.3	35	30%
O=c1[nH][nH]c(C(F)(F)F)c1C=Nc1ccccc1Cl	1.7%	17%	-0.1%	0.2%	7%	7%	-33%	-0.4	87	4%
CS(=O)(=O)Nc1ccc(OCc2ccccc2)cc1	1.3%	-7%	0.3%	2.7%	9%	-8%	5%	0.1	54	-33%
Cc1cc(S(=O)(=O)NCc2ccccc2)ccc1OCC(=O)NCc1ccccn1	1.0%	-2%	-0.2%	-0.1%	6%	-4%	-15%	-0.4	40	-12%
CCc1ccc2c(c1)C1(NN=C(c3ccccc3)S1)C(=O)N2 (stereo not drawn)	5.0%	37%	2.1%	-0.3%	12%	-6%	2%	0.9	35	7%

Whole records as entered above. Screens in order: KOR beta-arrestin-1 | GPR55 LPI antagonism | GPR55 activation | K1F lysis inhibition | MgcRacGAP inhibition | GPR35 antagonists | KOR beta-arrestin-2 | NTR1 ag | NTR1 ag cell count 20 µM | NOD1 NF-kB reporter
Cc1ccc(/C=N\NC(=O)c2ccc(Cn3cc(Br)c([N+](=O)[O-])n3)o2)o1 across the screens: -5.2% | 5% | -0.2% | 0.2% | 8% | 17% | -5% | -0.1 | 91 | -47%
CCc1ccc2c(c1)C1(NN=C(c3ccccc3)S1)C(=O)N2 (stereo not drawn) across the screens: 5.0% | 37% | 2.1% | -0.3% | 12% | -6% | 2% | 0.9 | 35 | 7%

Other records follow.
SMILES	KOR beta-arrestin-1	GPR55 LPI antagonism	GPR55 activation	K1F lysis inhibition	MgcRacGAP inhibition	GPR35 antagonists	KOR beta-arrestin-2	NTR1 ag	NTR1 ag cell count 20 µM	NOD1 NF-kB reporter
O=S(=O)(c1ccccc1)N1CCN(C(=S)Nc2ccccc2)CC1	0.5%	8%	-0.1%	1.8%[50 µM]	9%	-2%	13%	-1.1	68	-16%
COc1ccc(S(=O)(=O)N(CC(=O)NCCCN(C)C)c2ccc(C)cc2)cc1OC	1.3%	6%	-0.2%	0.8%	14%	12%	-21%	-0.3	45	-34%
COc1ccc(/C(O)=C2/C(=O)C(=O)N(CCCN(C)C)C2c2ccccc2)cc1OC (stereo not drawn)	-0.1%	2%	-0.3%	-0.1%	-5%	-9%	-5%	-0.7	48	-43%
CC(=O)Nc1ccc(S(=O)(=O)N(C#N)c2nc(C)cc(C)n2)cc1	-4.6%	-11%	-0.2%	0.1%	11%	-8%	-30%	-0.2	61	31%
COc1ccc(N2C(=O)CC(Sc3nccc(C)n3)C2=O)cc1 (stereo not drawn)	11%	4%	-0.3%	-0.2%	4%	21%	-20%	-0.2	69	2%
Cc1ccc(Oc2ncccc2NC(=O)CC(CC(=O)O)c2ccccc2)c2c1CCC2 (stereo not drawn)	0.1%	0%	-0.2%	-1.7%	8%	1%	2%	0.4	49	-5%
Cc1cc(C)cc(Nc2ccc(C(=O)O)cc2[N+](=O)[O-])c1	-5.1%	0%	0.0%	0.1%	/	-10%	34%	-0.4	75	-10%
CC(C)(C)c1ccc(C(=O)OCCN2CCCCC2)cc1	-1.0%	7%	-0.1%	0.1%	10%	-14%	-3%	-1.3	76	1%
COc1ccc(CN2C(=O)c3ccccc3C2=O)cc1C(=O)O	3.2%	2%	-0.1%	-0.2%	1%	-15%	2%	-1.2	43	-12%
COC(=O)c1ccc(/C=C(\C#N)c2ccccn2)cc1	-2.5%	-1%	-0.6%	-0.1%	2%	-7%	5%	6.7	36	-34%
COc1ccc2occ(C(C)=O)c2c1	6.8%	-12%	0.1%	0.0%	-2%	10%	-54%	-0.1	65	11%
O=C(CCCN1C(=O)/C(=C\c2ccco2)SC1=S)Nc1ccc2ccccc2c1	-2.0%	3%	-0.5%	2.1%	16%	-7%	11%	1.3	39	30%
O=C(OCC(CO)OC(CO)n1ccc(=O)[nH]c1=O)c1ccccc1 (stereo not drawn)	-2.3%	-2%	-0.1%	-0.5%	4%	11%	0%	0.7	67	-20%
CCOc1ccccc1CNC(=O)c1nn(CC)cc1[N+](=O)[O-]	-3.8%	8%	-0.2%	2.4%[50 µM]	3%	4%	18%	0.6	62	-27%
CCOCCOC(=O)C1=C(C)NC(=O)NC1c1cc2c(cc1Br)OCO2 (stereo not drawn)	-1.6%	6%	0.3%	0.5%	5%	-4%	21%	-0.9	51	-2%
O=C(COC(=O)c1c(F)cccc1F)Nc1ccccc1OC(F)F	-2.8%	-1%	0.3%	0.1%	5%	6%	23%	-0.1	38	7%
C/C(=N\Nc1cccc(C(=O)O)c1)c1ccc(Cl)s1	4.8%	7%	-0.5%	0.1%	25%	-16%	-94%	1.6	50	-55%

Screening data (PubChem BioAssay)

This is a subset; rates above refer to the full screens.
